Rab9 prom act – activators of Rab9 promoter | Huh7 Rab9 promoter-luciferase reporter, luminescence, 24 h | Potency, µM (doses to about 9.22 µM), inactives show top-dose activation, negative = inhibition, usual class: activators | 2.8% of 320,000 active | AID 485297; also: potency is read from the fitted curve at half-maximal effect; % of control where 0% means no effect; nearly all actives have a fitted effect of over 60% in size
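Luminescence read-out: Huh7 cells stably expressing Rab9-luciferase, treated 24 h with compound at 37 °C, then lysed with luciferase reagent for 10 min at ambient before reading.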
TRPV1 ag – human TRPV1 agonism. Q8NER1. TRPV1-expressing cells, Fluo-8 calcium influx, agonist mode. activation, % at 8.33 µM. 0.19% of 320,000 active; in the data active = activation above about 80%; inconclusive = between about 30% and that limit; also: 0% is about no effect
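TRPV1-expressing cells were cultured overnight at 35.5C and loaded with Fluo-8 calcium dye for 40 to 90 min at room temperature. After a 10 s baseline, compound was added and calcium influx was read kinetically for 3 min (ex 480/em 520 nm).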
BRCA1 expr up – increases BRCA1 expression | MCF7-BRCA1-FFLuc reporter, luminescence, 48 h; response scale: scaled: vehicle 0%, 10 µM genistein 100% | Potency, µM (doses to about 46.1 µM), inactives show at the highest dose activation, hits mostly activators | 1.1% of 380,000 active | AID 624202; also: potency is read from the fitted curve at half-maximal effect; nearly all actives have a fitted effect of over 80% in size; some results filed as inactive show a strong effect at the top dose
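48 h compound treatment of MCF7-BRCA1-FFLuc cells (phenol-red free MEM, 37 °C), then 15 min with luciferase substrate and luminescence imaging.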
FLuc modulator – counter-screen for miR-21 project: firefly luciferase inhibitors or activators | Potency, µM (doses to about 57.5 µM), inactives show at the top dose activity change, negative = inhibition, hits mostly inhibitors | AID 588342 | 6.9% of 360,000 active | P08659 | purified FLuc, Km substrates, luminescence inhibition;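 also: potency is read from the fitted curve at half-maximal effect; plate controls were vehicle for no effect and reference inhibitor for full effect; nearly all actives have a fitted effect of over 55% in size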
Target sequence (P08659 whole entry, looked up): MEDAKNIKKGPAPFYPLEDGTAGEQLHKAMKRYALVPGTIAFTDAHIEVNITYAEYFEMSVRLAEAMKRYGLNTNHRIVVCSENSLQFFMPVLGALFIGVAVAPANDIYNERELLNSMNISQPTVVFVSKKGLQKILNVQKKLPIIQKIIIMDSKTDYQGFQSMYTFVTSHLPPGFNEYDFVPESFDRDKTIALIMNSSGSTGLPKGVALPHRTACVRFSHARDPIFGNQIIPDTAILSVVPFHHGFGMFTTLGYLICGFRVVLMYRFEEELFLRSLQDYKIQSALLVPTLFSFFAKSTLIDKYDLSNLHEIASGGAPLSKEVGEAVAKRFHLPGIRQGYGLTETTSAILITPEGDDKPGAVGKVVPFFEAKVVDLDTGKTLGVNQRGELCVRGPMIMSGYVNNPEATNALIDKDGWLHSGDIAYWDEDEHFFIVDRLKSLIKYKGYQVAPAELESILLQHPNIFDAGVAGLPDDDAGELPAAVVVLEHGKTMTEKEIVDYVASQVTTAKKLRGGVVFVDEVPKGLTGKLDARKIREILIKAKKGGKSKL
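Purified P. pyralis luciferase, 10 nM final, with Km-level 10 uM D-luciferin and 10 uM ATP in 50 mM Tris acetate pH 7.5, 10 mM Mg acetate, 0.01% Tween-20, 0.05% BSA; 6-point qHTS titration about 60 µM downward; luminescence read.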
NPC1 prom act – activators of NPC1 promoter; Huh7 NPC1 promoter luciferase reporter, 24 h; Potency, µM (doses to about 9.22 µM), without a hit: at the highest dose activation, hits mostly activators; 2.4% of 320,000 active; AID 485313;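 also: potency is read from the fitted curve at half-maximal effect; % of control where 0% means no effect; nearly all actives have a fitted effect of over 60% in size; reporter is driven by a mutant NPC1 promoter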
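Luciferase expression driven by the NPC1 promoter was measured in stably transfected Huh7 cells after a 24 h compound incubation, using a luciferase reagent and a luminescence read.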
ELG1 DNA repair – ELG1-dependent DNA repair inhibition. HEK293T ELG1-luciferase reporter, luminescence, 16 h; DNA damage induced by 5-fluorouridine. 2.3% of 330,000 active. Potency, µM (titrated, usually from 46.1 µM), inactives show at the top dose activity change, negative = inhibition, hits mostly inhibitors; also: potency is read from the fitted curve at half-maximal effect; % is scaled to controls: 0 for no effect and ±100 for the full control effect; nearly all actives have a fitted effect of over 55% in size
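Luminescence from the luciferase reporter, measured 30 min after ONE-Glo reagent at room temperature, was the read-out. Beforehand, 2,000 cells per well were exposed for 16 hr at 37 °C to 5-fluorouridine together with compound or vehicle.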
Tb PFK block – T. brucei PFK enzyme inhibition; O15648; T. brucei PFK, ADP-Glo luminescence; Potency, µM (titrated, usually from 57.5 µM), for the others: at the highest dose activity, negative = inhibition, hits mostly inhibitors; 0.17% of 330,000 active; AID 485367;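 also: potency is read from the fitted curve at half-maximal effect; 0% = uninhibited 1x PFK enzyme wells and -100% = no-enzyme wells; nearly all actives have a fitted effect of over 60% in size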
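1.25 nM PFK with 0.5 mM F6P and 0.1 mM ATP in 0.1 M TEA pH 8.0, 5 mM MgCl2, incubated 45 min at room temperature; ADP measured by ADP-Glo luminescence; compounds titrated up to 57 uM.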
p53 reactivator – re-activators of mutant p53 | H1299 p53-A138V BP100-luciferase reporter, luminescence, 24 h | Potency, µM (titrated, usually from 92.2 µM), for the others: at the top dose activity change, positive = activation, actives largely listed as activators | 0.063% of 320,000 active | AID 504706; also: potency is read from the fitted curve at half-maximal effect; % of control where 0% means no effect; nearly all actives have a fitted effect of over 45% in size
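p53-null H1299 cells stably carrying temperature-sensitive p53-A138V and a BP100-luciferase reporter were pinned with compounds (4-point, 1:5 series) and held 24 hrs at 37 deg C. Luminescence was read 10 min after detection reagent.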
RORgamma inh – inhibitors of mouse ROR gamma transcriptional activity; AID 2551; 5.4% of 310,000 active; P51450; Potency, µM (doses to about 53.6 µM), without a hit: top-dose activity change, negative = inhibition, usual class: inhibitors; Drosophila S2 Gal4-RORgamma UAS-luciferase reporter, 20 h; also: potency is read from the fitted curve at half-maximal effect; % is scaled to controls: 0 for no effect and ±100 for the full control effect; nearly all actives have a fitted effect of over 60% in size
Target sequence (P51450 whole entry, looked up, the tested form may be a part): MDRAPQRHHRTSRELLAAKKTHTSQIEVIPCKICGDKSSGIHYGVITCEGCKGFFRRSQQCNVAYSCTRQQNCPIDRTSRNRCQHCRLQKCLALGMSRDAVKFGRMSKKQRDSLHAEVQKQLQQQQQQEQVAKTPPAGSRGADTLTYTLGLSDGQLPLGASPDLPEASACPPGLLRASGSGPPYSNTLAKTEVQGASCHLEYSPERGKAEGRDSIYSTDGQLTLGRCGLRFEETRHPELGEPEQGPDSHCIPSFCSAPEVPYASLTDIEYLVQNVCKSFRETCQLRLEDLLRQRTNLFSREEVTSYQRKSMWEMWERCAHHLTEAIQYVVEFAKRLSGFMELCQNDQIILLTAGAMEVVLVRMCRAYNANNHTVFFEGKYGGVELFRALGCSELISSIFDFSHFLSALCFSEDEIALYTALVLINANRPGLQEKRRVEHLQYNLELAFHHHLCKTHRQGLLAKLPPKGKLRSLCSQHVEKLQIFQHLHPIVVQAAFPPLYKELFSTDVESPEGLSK
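Using a luciferase readout, inhibitors were identified by reduced reporter activity in Drosophila cells coexpressing a copper-inducible Gal4–ROR gamma fusion and UAS-driven Photinus luciferase, incubated 20 hr after 700 uM copper sulfate.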
Gal4-VP16 FLuc – counter-screen for ROR gamma inhibitors: Gal4-VP16 reporter; Potency, µM (highest dose often 53.6 µM), inactives show at the highest dose activity, negative = inhibition, usual class: inhibitors; Drosophila S2 Gal4-VP16 UAS-luciferase, luminescence, 20 h; 3.5% of 310,000 active;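 also: Gal4-VP16 expression switched on by copper sulfate through the metallothionein promoter; potency is read from the fitted curve at half-maximal effect; % is scaled to controls: 0 for no effect and ±100 for the full control effect; nearly all actives have a fitted effect of over 50% in size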
ELG1 genotox – genotoxicity induction in ELG1-luciferase HEK293T cells | HEK293T ELG1-luciferase reporter, luminescence, 16 h | Potency, µM (top dose mostly 46 µM), for the others: top-dose activity change, positive = activation, most hits filed as activators | 1.3% of 330,000 active; also: potency is read from the fitted curve at half-maximal effect; % of control where 0% means no effect; nearly all actives have a fitted effect of over 60% in size
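Luminescence read-out: rising ELG1-luciferase signal, reflecting elevated ELG1 protein under genetic stress, flags genotoxic compounds. Cells were treated for 16 hr at 37 °C before ONE-Glo detection.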
* hit, by the source's call; i = inactive; ? = inconclusive; · = no result given; [ ] = dose if it differs, or a comment. Unless noted, calls follow the shape of the dose curve; as a rule, active = well fitted curve in the direction sought with a large enough effect; inconclusive = small, poorly fitted or top-dose-only effect, or another doubt; inactive = no such curve, though single readings can be large; an effect the other way counts as inactive or inconclusive.

smiles	Tb PFK block	ELG1 DNA repair	NPC1 prom act	BRCA1 expr up	Gal4-VP16 FLuc	RORgamma inh	Rab9 prom act	ELG1 genotox	FLuc modulator	p53 reactivator	TRPV1 ag
Cc1ccc(/C=N/NC(=O)c2nnn(-c3nonc3N)c2C(C)C)s1	-3%	15%	1%	-8%	7.1µM*	2.2µM*	-4%	5%	?	0%	?
N#Cc1ccc2c(c1)C[C@]1(CCCCN3C(=O)c4ccccc4C3=O)OC3=C(C(=O)OC4(CCCCC4)C3)C2O1	0%[11.5 µM]	·	3%[1.84 µM]	·	-12%[10 µM]	-18%[10 µM]	-9%[1.84 µM]	·	12%[11.5 µM]	·	i
Cc1ccc(NCc2ccc(Cl)nc2)c(NCc2ccc(Cl)nc2)c1	1%	?	0%	-9%	-3%	26%	-8%	1%	-1%	0%	28
CCOC(=O)NC(Nc1nnc(C)s1)(C(=O)OCC)C(F)(F)F (stereo not given)	4%	4%	-2%	0%	2%	8%	-5%	-4%	10%	-1%	-1
Cc1cccc(NC2=NCC(=O)N2CCc2ccccc2)c1	-7%	?	-1%	-53%	2%	0%	4%	5%	3%	-1%	19
COc1ccc(C(O)P(=O)(O)CCc2ccccc2)cc1 (stereo not given)	2%	-18%	-2%	3%	-13%	0%	1%	4%	-13%	-6%	-4
Nc1ccccc1SCc1ccccc1Cl	-3%	1%	-5%	-17%	-10%	2%	-3%	6%	?	4%	4
COc1ccccc1OCCOCCN1CCCC1	1%	12%	3%	-4%	·	·	7%	2%	1%	·	3
CCN1CCN(CCCNC(=O)CNC(=O)c2nn(-c3ccc(OC)cc3OC)c(=O)c3ccccc23)CC1	3%	5%	1%	49%	-6%	-13%	0%	0%	-2%	-4%	0
CCC/C(C)=N\Nc1nc2c(c(=O)n(C)c(=O)n2C)n1C	-9%	-2%	-1%	-17%	-2%	-13%	-2%	-3%	?	-3%	0
CCS(=O)(=O)c1ccc2oc(Nc3ccc(C(C)(C)C)cc3)nc2c1	0%	-2%	-8%	-29%	-1%	30%	2%	-5%	-15%	-6%	-2
COc1ccc(NC(=O)[C@H](Cc2c[nH]c3ccccc23)NC(=O)[C@@H]2Cc3ccccc3CN2)cc1	6%	?	12%	-2%	3%	-14%	0%	-11%	-1%	·	13
COc1ccc(C)cc1NC(=O)C(OC(=O)C1CC1)c1ccccc1 (stereo not given)	2%	-6%	1%	-45%	?	8%	3%	-4%	-2%	1%	8
CC1=C(C)CC2C(C1)C(=O)c1ccc(Br)cc1S2(=O)=O (stereo not given)	0%	15%	-7%	-1%	·	·	-4%	2%	5%	?	13
Cc1nnc(SCC(=O)c2ccc(C(C)C)cc2)s1	1%	?	29%	44%	-6%	36%	?	10%	9.5µM*	3%	?
COc1ccccc1CNc1nc(C)c(C(C)=O)s1	1%	0%	5%	0%	-18%	?	-3%	10%	?	23%	7
CCOc1ccc2nc(NCCNC(=O)Nc3cccc(C)c3)c(C#N)cc2c1	3%	-8%	0%	-32%	?	-21%	8%	-5%	1%	-1%	1
Cc1cc(C)n2cc(CSc3nnnn3-c3ccccc3)nc2n1	-15%	-2%	11%	-9%	2%	50%	4%	-1%	4%	1%	0
CCOc1ccc(-c2nc(C)sc2CC(=O)O)cc1	-3%	-6%	-1%	7%	5%	-5%	12%	1%	-4%	-1%	-3
CC(C)C(NC(=O)c1cccs1)C(=O)NC1CCCCC1 (stereo not given)	-18%	-6%	0%	-7%	-7%	15%	3%	-4%	3%	5%	1
O=C(NCCc1c[nH]c2ccccc12)c1ccc([N+](=O)[O-])cc1	0%	23%	22%	?	?	-35%	26%	10%	?	?	25
CC(=O)c1cc2c(cc1NC(=O)c1cc(C)nn1-c1ccccc1)OCO2	-3%	-15%	-20%	-21%	-15%	1%	-18%	3%	3%	6%	7
CC12CCC(=O)N1C(C(=O)OCC(=O)Nc1cccc(S(=O)(=O)N3CCCCCC3)c1)CS2 (stereo not given)	0%	5%	-5%	-94%[inhibitor]	-5%	?	-11%	3%	-5%	8%	16
CCC(C)N(C(=O)COC(=O)c1[nH]c(C)c(C(C)=O)c1C)C1CCS(=O)(=O)C1 (stereo not given)	1%	24%	-3%	-46%	-2%	6%	3%	8%	-2%	?	-2
Cc1ccc2c(c1)N(C(=O)CCC(=O)NCCCN1CC(C)CC(C)C1)CCO2 (stereo not given)	0%	-1%	-4%	-13%	-5%	-23%	-8%	-1%	-1%	16%	2
CC(C)Sc1nc2ccc(Br)cc2[nH]1	0%	?	23%	61%	21%	1%	?	?	17µM*	2%	11
COCCCNc1nc(SCc2ccccc2)nc2sc3c(c12)CCC3	2%	?	3%	-6%	-19%	11µM*	9%	0%	-7%	20%	0
COc1cc2c(cc1OC)C(C)N(C(=O)CCN1C(=O)C3C4C=CC(C4)C3C1=O)CC2 (stereo not given)	-19%	-9%	-3%	0%	0%	-14%	2%	0%	-1%	-5%	-1
N#Cc1ccc(OCC(=O)N2CCN(C(=O)c3ccco3)CC2)cc1	2%	16%	-5%	1%	·	·	-7%	4%	-1%	-2%	-4
O=S(=O)(c1ccccc1)n1ccc2ccccc21	0%	2%	9%	-16%	?	-8%[10 µM]	3%	-3%	-16%	-2%	1
CCn1cc(Br)c(C(=O)Nc2cccc(Cl)c2)n1	-4%	?	4µM*	-2%	19%	?	2µM*	?	?	20%	13
CCOc1ccc(N/C=C/C(=O)c2ccccc2)c([N+](=O)[O-])c1	0%	?	0.1µM*	?	7.1µM*	7.1µM*	0.1µM*	?	0.12µM*	16%	4
O=C(Nc1nc2ccccc2[nH]1)C12CC3CC(CC(C3)C1)C2	-1%	?	2µM*	?	10µM*	6.3µM*	2.8µM*	?	3.4µM*	?	3
Cc1ccc(N2C(=O)c3ccccc3C(C)(C)C2=O)cc1	0%	-4%	-7%	-8%	·	·	4%	2%	7%	·	0
CCCOC(=O)c1ccc(Oc2cn[nH]c2-c2ccc(OC)cc2O)cc1	2%	?	3%	-64%	22µM*	10µM*	2%	-10%	3%	-5%	4
Cc1ccccc1CN1CCN(S(=O)(=O)c2cccs2)CC1	-1%	-9%	-2%	5%	-23%[10 µM]	23%	-32%[inhibitor]	-8%	3%	8%	7
Cc1nn(Cc2ccc(Cl)cc2)c(C)c1NC(=O)c1noc2c1CCCCC2	-1%	23µM*	-3%	-39%	-2%	37%	-6%	-8%	3%	-3%	1
CC(=O)Nc1ccc2c(COC(=O)CC3Sc4ccccc4NC3=O)cc(=O)oc2c1 (stereo not given)	-1%	3%	8%	-12%	-7%	17%	7%	14%	-14%	5%	-5
O=C(NCc1ccco1)c1ccccc1-c1ccccc1	-1%	4%	-2%	1%	5%	1%	1%	-3%	0%	1%	-3
O=C(COC(=O)[C@H](Cc1ccccc1)NC(=O)c1cccs1)Nc1cc(F)ccc1F	-4%	-5%	-2%	-25%	16%	-4%	2%	1%	-2%	7%	3
COC(=O)c1c(N)c(C#N)c(C)n1-c1ccccc1	3%	-8%	0%	-23%	1%	0%	-7%	1%	7%	-2%	-3
CC(C(=O)O)c1ccc(N2Cc3ccccc3C2=O)cc1 (stereo not given)	3%	?	0.089µM*	-34%	4µM*	1.8µM*	0.32µM*	11%	0.27µM*	?	1
N=c1ccn(Cc2c(Cl)cccc2Cl)cc1	6%	12µM*	-33%[inhibitor]	-38%	10µM*	?	-37%[inhibitor]	1%	4%	2%	2
COC(=O)N/N=C\c1cc2c(cc1Br)OCO2	-2%	?	-8%	0%	-2%	26%	-2%	-9%	-5%	4%	4
Nc1nnc(SCc2ccccc2Cl)s1	·	·	·	56%	19%	0%	·	·	?	·	0
CN(C)c1ncnc2c1NC1=C(S2)C(=NCCCC(=O)O)CC(C)(C)C1	2%	-5%	-1%	-14%	-1%	-33%	-1%	0%	-6%	9%	-4

Profiles from above. Order of screens: Tb PFK block | ELG1 DNA repair | NPC1 prom act | BRCA1 expr up | Gal4-VP16 FLuc | RORgamma inh | Rab9 prom act | ELG1 genotox | FLuc modulator | p53 reactivator | TRPV1 ag
`COc1ccc(C)cc1NC(=O)C(OC(=O)C1CC1)c1ccccc1` (stereo not given) across the screens: 2% | -6% | 1% | -45% | ? | 8% | 3% | -4% | -2% | 1% | 8
`CCOc1ccc(N/C=C/C(=O)c2ccccc2)c([N+](=O)[O-])c1` across the screens: 0% | ? | 0.1µM* | ? | 7.1µM* | 7.1µM* | 0.1µM* | ? | 0.12µM* | 16% | 4

Source: PubChem BioAssay (National Center for Advancing Translational Sciences (NCATS))

Random draw from the library; about 15% have a hit in one of these screens.
